# Screens from PubChem BioAssay.
# PriA SSB inh = K. pneumoniae PriA-SSBct interaction inhibition; inhibition, % at 33 µM; 0.6% of 430,000 active; AID 1272365; AlphaScreen SSBct-PriA binding, biotinylated peptide; in the data active = inhibition mostly above about 37%, no sharp cut-off; inactive = mostly below about 20%;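 note: plate controls were negative control peptide for no effect and reference peptide for full effect; strong numbers were not always called active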
# Numbers without * were called inactive; & = joins results of further samples. A portion of the library, so the mix of outcomes need not match the whole.
no.	structure	PriA SSB inh
1	Cc1cccc(CC(=O)NCC(c2cccn2C)N2CCc3ccccc3C2)c1 (stereo not drawn)	1
2	CCOc1ccc(-c2nc(CSc3nc(C)c(C)c(=O)[nH]3)c(C)o2)cc1OC	-9
3	CCCOc1ccc(C(O)=C2C(=O)C(=O)N(CCN(C)C)C2c2ccncc2)cc1 (stereo not drawn)	2
4	Cc1nnc(NC(=O)CSc2ccc(NC(=O)C3CC3)nn2)s1	-2
5	Cc1ccn(CC(C)N2Cc3cc(Br)ccc3OCC2=O)n1 (stereo not drawn)	-14
6	COC1(CNC(=O)c2ccc3nsnc3c2)CCSC1 (stereo not drawn)	-15
7	Cc1ccc(Cl)c2sc(NC(=O)CCc3ccccc3)nc12	-13
8	Cc1nc(N2CCOCC2)nc(C)c1NC(=O)C1CCN(S(C)(=O)=O)CC1	-16
9	Brc1ccc(-c2ccc(C=NNc3nc4ccccc4[nH]3)o2)cc1	8
10	CC(Oc1ccccc1F)C(=O)Nc1cccc(-c2ccc(N3CCOCC3)nn2)c1 (stereo not drawn)	11
11	CC(C)(C)c1c[se]c(=S)s1	3
12	O=C(NCCCN1CCOC(c2ccccc2)C1)c1ccc(F)c(F)c1 (stereo not drawn)	-15

# Molecules listed so far that contain four or more nitrogen atoms (4):
no.	structure	PriA SSB inh
4	Cc1nnc(NC(=O)CSc2ccc(NC(=O)C3CC3)nn2)s1	-2
8	Cc1nc(N2CCOCC2)nc(C)c1NC(=O)C1CCN(S(C)(=O)=O)CC1	-16
9	Brc1ccc(-c2ccc(C=NNc3nc4ccccc4[nH]3)o2)cc1	8
10	CC(Oc1ccccc1F)C(=O)Nc1cccc(-c2ccc(N3CCOCC3)nn2)c1 (stereo not drawn)	11

# Continuation:
no.	structure	PriA SSB inh
13	Cc1ccc2nc(NC(=O)CSc3nnc(CNC(=O)c4c(F)cccc4Cl)o3)sc2c1	-1
14	CC(C)(Oc1ccc(Cl)cc1)C(=O)NCCn1ncc2c(=O)n(Cc3cccc4ccccc34)cnc21	-1
15	CSc1nc2ccc3nc(NC(=O)C4=COCCO4)sc3c2s1	8
16	CSc1ccccc1NS(=O)(=O)Cc1noc2ccccc12	-1
17	O=C(Nc1nnc(Cc2ccc(Cl)s2)o1)c1cc2ccccc2o1	-10&-7
18	CCc1ccccc1NC(=O)c1cn(Cc2ccccc2)nc1OCc1ccccc1	-12&8
19	Cc1noc(C)c1CC(=O)NC1CC(=O)N(C)C1 (stereo not drawn)	-13
20	Cc1ccc2nc(C)c(C(=O)NN=Cc3ccc(N4CCOCC4)cc3)cc2c1	-3
21	O=C(Cn1nc(N2CCCCC2)c2ccccc2c1=O)Nc1ccc(Cl)cc1	3
22	CCCC=NNC(=O)c1[nH]c2c([N+](=O)[O-])cccc2c1C	2
23	O=C(Nc1nc(-c2ccc(Cl)s2)cs1)c1cc(Cl)sc1Cl	-6
24	CCOc1ccc(N2C(=O)CC(SC(N)=NN=Cc3cccs3)C2=O)cc1 (stereo not drawn)	-5
25	Cc1nn(-c2ccccc2)c(Cl)c1C=NNc1nnc(C)c(=O)[nH]1	-17
26	CCN(CC)Cc1cnc(NC(=O)c2ccccc2)s1	19
27	COC(=O)c1c(NC(=O)c2ccc(-c3ccccc3C(F)(F)F)o2)sc(C)c1C	-31
28	COc1nn(C)cc1C(=O)NCC#CCOc1cccc(C(F)(F)F)c1	-14
29	O=C(CCn1ccc(=O)[nH]c1=O)NCC#CCOc1cccc(C(F)(F)F)c1	-5
30	Cc1ccc(NCCNC(=O)Nc2cccc(C(F)(F)F)c2)nn1	1
31	CCOc1ccc2ccccc2c1C(=O)N1CCN(Cc2ccsc2)CC1	16
32	O=C(CC1CCCCN1S(=O)(=O)c1ccc(F)cc1)NCc1ccc2c(c1)OCO2 (stereo not drawn)	18
33	CCCC=NNc1nc2ccccc2s1	-8
34	O=C(Nc1ccccc1)ON=Cc1ccc(F)cc1	-9
35	OC(CNCc1ccco1)Cn1c2c(c3cccc(Cl)c31)CCCC2 (stereo not drawn)	39
36	CCOC(=O)CC(=O)CSc1ccc2nnc(-c3cccnc3)n2n1	13
37	CCc1cc(=O)[nH]c(-n2nc(C)cc2NC(=O)NC2CCCCC2)n1	-8
38	CC(C)NC(=O)CC(=O)NN=Cc1ccccc1C(=O)O	-12
39	Cc1cc([C@@H](O)CCNC(=O)c2cccn(C)c2=O)c(C)o1	-4
40	Cc1c(C(=O)Nc2ccc(Cl)c(N3CCCS3(=O)=O)c2)cccc1[N+](=O)[O-]	9
41	COc1cc(OC)cc(C(=O)Nc2cc(-c3cn4nc(OC)ccc4n3)ccc2Cl)c1	-19
42	O=C(c1ncn[nH]1)N1CCC[C@H](Cc2nc(C3CC3)no2)C1	0
43	Cc1nc2n(c(=O)c1C)[C@@H](CC(=O)Nc1cccnc1)CS2	-5
44	C=CCn1c(SCC(=O)Nc2cccc(OC)c2)nc2sc3c(c2c1=O)CCCCC3	-10
45	CC1CCCC(=NNc2ccc(Cl)c(C(=O)O)c2)C1 (stereo not drawn)	-3
46	O=C(Cc1ccc(NC(=O)c2cncc(Br)c2)cc1)NCC(F)(F)F	-7
47	O=C(Nc1cccs1)N1CCC(c2ccc3c(c2)OCO3)C1 (stereo not drawn)	5
48	CC(=NOC(=O)c1ccc(Br)cc1)c1ccc(C)cc1	-1
49	CCN(CC)CCN(C(=O)c1ccc2ccccc2c1)c1nc2ccc(Cl)cc2s1	11
50	OCCN(CCO)C[C@H](O)COc1ccc(Br)cc1	-11
51	Oc1ccc2ccccc2c1CN1CCN(Cc2ccccc2)CC1	2
52	CSC1CC2CCC(C1)N2C(=O)c1cnc(C)cn1 (stereo not drawn)	-22
53	CC(C)(C)OC(=O)NC1CCC(O)CC1 (stereo not drawn)	-1
54	O=C(NCCc1c[nH]c2ccccc12)C(=O)NCC1OCCN1C(=O)c1ccc(Cl)cc1 (stereo not drawn)	-13
55	ON=C1CCC(=NO)c2nn(-c3ccccc3)nc21	-1
56	CC(=O)c1ccc(Nc2cc(C)nc3cc(C(F)(F)F)ccc23)cc1	-16
57	ON=C(COc1ccccc1O)c1ccccc1	-2
58	O=C(CSc1nnc(-c2ccccn2)n1-n1cccc1)Nc1cccc(Cl)c1Cl	2
59	O=C(c1ccc(=O)n(Cc2ccc(F)cc2)n1)N1CCN(c2cccc(Cl)c2)CC1	12
60	CC(C)C(=O)Nc1ccc(S(=O)(=O)NCC2CCN(Cc3ccco3)CC2)cc1	0
61	O=C(CSc1nccn2nc(-c3ccccc3)cc12)NC1CCCCC1	-12
62	CCOc1ccc2cc(/C=N\NC(=O)c3ccc([N+](=O)[O-])cc3)c(Cl)nc2c1	-2
63	CC(C)C(=O)Nc1ccc(Cl)c(C(=O)c2ccccc2)c1	1
64	CCC(Sc1ccc2nnc(-c3ccc(OC)c(OC)c3)n2n1)C(=O)OC (stereo not drawn)	-19
65	COC(=O)c1nnn(CC(=O)Nc2ccc(Br)cc2F)c1C(=O)OC	10
66	CCOC(=O)c1nn(-c2ccccc2)c(=O)cc1NC(=O)c1ccccc1I	-1
67	O=C(COc1ccc(Cl)cc1)N1CCN(c2ccc(-c3noc(C4CC4)n3)cn2)CC1	-4
68	COc1coc(C(=O)Nc2nnc(C)s2)cc1=O	-8&0
69	NC(=NOC(=O)c1ccc([N+](=O)[O-])cc1Cl)c1ccccn1	-5
70	O=C(CSc1cccc2cccnc12)N1CCOCC1	27
71	O=C(O)C1CN(c2nc3ccc(F)cc3s2)C1	-2
72	CCOc1ccc(C)cc1S(=O)(=O)Nc1ccc2c(c1)C(=O)N(C)c1cc(C)ccc1O2	44

# Other entries follow.
no.	structure	PriA SSB inh
73	CCOC(=O)c1c(NC(=O)CN2C(=O)c3ccccc3C2=O)sc2c1CC(C)(C)NC2(C)C	-20
74	Cc1ccc(NCc2cc3cc4c(cc3n(CC(=O)Nc3cccc(F)c3)c2=O)OCCO4)cc1	28
75	O=C(O)c1cccc(S(=O)(=O)Nc2ccc(NS(=O)(=O)c3cccc(C(=O)O)c3)cc2)c1	-8
76	Cc1cc(C)cc(OCC(=O)n2nc(C)cc2C)c1	-1
77	CCCCCn1c(=S)[nH]c2cc(C(=O)Nc3ccccc3F)ccc2c1=O	6
78	Cn1nc(C(=O)N2CCC(Cn3ccnc3-c3ccccc3)CC2)ccc1=O	-12
79	CC(C)c1ccc(C=c2sc3nc(-c4ccncc4)nn3c2=O)cc1	-18
80	O=C1NCCCc2nc(NC(=O)c3c(F)cccc3Cl)sc21	-4
81	Cc1nc(-c2cccs2)sc1C(=O)Nc1ccc(-c2cn3ccsc3n2)cc1	4
82	COc1ccc(C=NNC(=O)C(N)=O)c(OC)c1OC	1
83	O=c1c2ccccc2nc(NN=Cc2ccc(O)cc2)n1O	-6
84	COc1cccc(CNC(=O)c2nnn(Cc3cc(C)ccc3C)c2N)c1	2
85	O=C(O)c1cncc2ncccc12	-5
86	CC(=O)Nc1ccc(OCC(O)CN2CCN(S(=O)(=O)c3ccccc3)CC2)cc1 (stereo not drawn)	-4
87	CC(=O)N1CCN(C(=O)CCc2csc(NC(=O)c3ccc[nH]c3=O)n2)CC1	-24
88	CCOC(=O)CCC(=O)Nc1cnn(CC2CCOCC2)c1	-9
89	CC(O)(CNC(=O)C(=O)NC1CCCC1)c1cc2ccccc2o1 (stereo not drawn)	-30
90	COc1ccc(CC(=O)N2CCC3(CC2)OCCN3S(=O)(=O)c2ccc(F)c(C)c2)cc1OC	-13
91	O=C(O)C1CCN(c2ccc(-c3ccncc3)nn2)CC1	1
92	CCCN1C(=O)C(C)(C)COc2ccc(NC(=O)c3ccccc3Cl)cc21	21
93	COc1ccc(NC(=O)Cn2nc(-c3cccs3)c3sc(N4CCCC4)nc3c2=O)cc1OC	8
94	CC(=NNS(=O)(=O)c1ccc(C)cc1)c1ccc2c(c1)OCO2	-7
95	CCOC(=O)C(C(N)=NC(C)C)=C(O)c1ccccc1	-19
96	NC(=NOC(=O)c1cccc(Cn2cc(C(F)(F)F)ccc2=O)c1)c1ccccc1	-13
97	CNC(=O)C(=O)NCc1ccccc1	-6&8
98	CCN(CC)C(=S)SC1=C(Cl)CS(=O)(=O)C1	98*
99	Cc1ccc(Nc2nc(NCCCO)nc3n[nH]nc23)cc1	-10
100	COc1ccc(CC(=O)Nc2cc(-n3ccc4ccccc43)ncn2)cc1OC	0
101	Cc1ccccc1-c1ccc(N2CCN(S(=O)(=O)c3cccs3)CC2)nn1	15
102	COc1c(S(=O)(=O)N2CCN=C2c2ccccc2)ccc(Cl)c1Cl	-4
103	COc1cccc(NC(=O)CC2SC(=NS(=O)(=O)c3ccccc3)N(c3ccccc3)C2=O)c1 (stereo not drawn)	-13
104	CC(C)N1CCC(CNS(=O)(=O)c2cccc(Cl)c2)CC1	-10
105	Cc1cc(C(=O)Nc2ccccc2-c2nc3ccccc3[nH]2)no1	-1
106	Cc1c(Cl)ccc2sc(N(CCCn3ccnc3)C(=O)COc3ccccc3)nc12	43*
107	CC(C)NC(=O)Nc1nc2c(s1)CN(S(=O)(=O)c1ccc3c(c1)OCCO3)CC2	9
108	Cc1cccc(NC(=O)C(=O)NCC(=O)N2CCOC(c3ccccc3)C2)c1 (stereo not drawn)	-6

# A different layout for some results above:
98) CCN(CC)C(=S)SC1=C(Cl)CS(=O)(=O)C1
  PriA SSB inh: 98*

103) COc1cccc(NC(=O)CC2SC(=NS(=O)(=O)c3ccccc3)N(c3ccccc3)C2=O)c1 (stereo not drawn)
  PriA SSB inh: -13

# (further entries)
no.	structure	PriA SSB inh
109	O=C(O)[C@H]1CCS(=O)(=O)C1	-8
110	CCc1nnc(-c2ccc(NC(=O)C3CCCCC3)cc2)o1	-23&-5
111	COc1ccc2nc(OC3CN(C(=O)c4ccsc4)C3)sc2c1	1
112	CS(=O)(=O)N1CCCC(C(=O)Nc2nc(-c3cccs3)cs2)C1 (stereo not drawn)	-6
113	O=C(Nc1ccc(Br)cc1C(=O)c1ccccc1Cl)c1cccc(C(F)(F)F)c1	-8
114	COc1ccc(F)cc1S(=O)(=O)NCC1CCN(c2cnccn2)CC1	-12
115	CNC(=O)Cc1ccc(NC(=O)Cc2ccc(OC)cc2)cc1	2
116	O=C(NCc1cccc2ccccc12)NCC(c1ccsc1)N1CCOCC1 (stereo not drawn)	15
117	CCOc1ccccc1C=NNC(=O)Cc1csc(Nc2cccc(C(F)(F)F)c2)n1	13
118	COc1ccc(C)cc1S(=O)(=O)Nc1ccc2c(c1)N(C(=O)c1cccs1)CCC2	-2
119	CC(C)(C)OC(=O)Cn1nc2c(S(=O)(=O)N3CCN(c4ccc(F)cc4)CC3)cccn2c1=O	-22
120	Cc1noc(-c2cccn3c(CNC(=O)Cc4cccs4)nnc23)n1	10

# Molecules listed so far that have an NH in an aromatic ring, in the order listed:
no.	structure	PriA SSB inh
2	CCOc1ccc(-c2nc(CSc3nc(C)c(C)c(=O)[nH]3)c(C)o2)cc1OC	-9
9	Brc1ccc(-c2ccc(C=NNc3nc4ccccc4[nH]3)o2)cc1	8
22	CCCC=NNC(=O)c1[nH]c2c([N+](=O)[O-])cccc2c1C	2
25	Cc1nn(-c2ccccc2)c(Cl)c1C=NNc1nnc(C)c(=O)[nH]1	-17
29	O=C(CCn1ccc(=O)[nH]c1=O)NCC#CCOc1cccc(C(F)(F)F)c1	-5
37	CCc1cc(=O)[nH]c(-n2nc(C)cc2NC(=O)NC2CCCCC2)n1	-8
42	O=C(c1ncn[nH]1)N1CCC[C@H](Cc2nc(C3CC3)no2)C1	0
54	O=C(NCCc1c[nH]c2ccccc12)C(=O)NCC1OCCN1C(=O)c1ccc(Cl)cc1 (stereo not drawn)	-13
77	CCCCCn1c(=S)[nH]c2cc(C(=O)Nc3ccccc3F)ccc2c1=O	6
87	CC(=O)N1CCN(C(=O)CCc2csc(NC(=O)c3ccc[nH]c3=O)n2)CC1	-24
99	Cc1ccc(Nc2nc(NCCCO)nc3n[nH]nc23)cc1	-10
105	Cc1cc(C(=O)Nc2ccccc2-c2nc3ccccc3[nH]2)no1	-1

# Following part.
no.	structure	PriA SSB inh
121	COC(=O)N1CCC(CNC(=O)C2CC(=O)N(c3ccc(C)c(C)c3)C2)CC1 (stereo not drawn)	-10
122	CON=C/C(C#N)=C/c1ccc(OC)c(OC)c1	-11
123	CCOc1ccc(-c2cc3c(SCc4ccccc4F)nccn3n2)cc1Cl	-14
124	COc1ccc(C=NNC(=O)c2ccc(=O)[nH]n2)cc1OC	-3
125	COc1ccccc1NC(=O)CC1SC(N)=NC1=O (stereo not drawn)	-9
126	O=C(NN=Cc1ccoc1)c1ccccc1	-10
